SK-BR-3 tox 24h – SK-BR-3 proliferation inhibitors; SK-BR-3 viability, CellTiter-Glo ATP luminescence, 24 h; active compounds read low; viability, % at 10 µM; hit rate 0.47% among 41,000; AID 847;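 active = viability at or below the median of all test compounds minus 3 SD, in both replicates if run twice, cut at about 45% in these data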;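 note: 100% = median untreated cell wells and 0% = median positive control drug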
Starred values were filed as active, the others as inactive.

SMILES	SK-BR-3 tox 24h
COC(=O)c1ccc2c(=O)n(CC3CCCO3)c(=S)[nH]c2c1 (stereo not drawn)	103
CC(=O)Nc1c2c(nn1-c1ccc(C)cc1C)CSC2	72
O=C(O)c1cccc(NC(=O)c2cccc(NC(=O)C3CCCO3)c2)c1 (stereo not drawn)	90
CCOC(=O)N1CCC(Nc2ncnc3c2cnn3-c2ccc(Cl)cc2)CC1	94
Cc1c(C(=O)N2CCCCCC2)oc2ccccc12	88
N#CCSc1nnc(-c2ccc(S(=O)(=O)N3CCOCC3)cc2)n1CC1CCCO1 (stereo not drawn)	87
COC(=O)[C@H](CCSC)NC(=O)NCc1ccc(S(N)(=O)=O)cc1	87
COc1ccccc1N(CC(=O)NCc1ccccc1)S(C)(=O)=O	124
COc1ccc(CC(=O)NCc2ccccn2)cc1OC	96
O=C(NCC(c1cccnc1)N1CCN(c2ccccc2)CC1)OCc1ccccc1 (stereo not drawn)	74
Cc1cc(C(=O)N2CCN(S(C)(=O)=O)CC2)sc1-c1ccccc1	103
CCOC(=O)C1CCN(C(=O)COc2ccc(S(=O)(=O)NC(C)C)cc2)CC1	85
C=CCC(CC=C)(C(=O)O)c1ccccc1	103
O=C1NCC(COCc2ccco2)O1 (stereo not drawn)	104
O=C(Nc1ccc2c(c1)nc1n2CCOC1)c1ccccc1	89
O=C(Nc1ccc2c(c1)OCO2)c1cccc(S(=O)(=O)N2CCCC2)c1	88
O=C(CC1SC(=NC2CCCCC2)NC1=O)Nc1ccccc1 (stereo not drawn)	91
C=CCSc1[nH]c(=O)cc(C)c1C(N)=O	88
Cc1ccc(S(=O)(=O)N(C)CC(=O)N2CCCc3ccccc32)cc1	94
O=C(c1cnn2c(C(F)F)cc(C3CC3)nc12)N1CCOCC1	99
COc1cc(C(C)=O)ccc1OC(=O)C(C)N1C(=O)c2ccccc2C1=O (stereo not drawn)	82
COC(=O)C1=C(C)NC(=O)C1(Nc1ccc(Cl)cn1)C(F)(F)F (stereo not drawn)	102
CSc1ccccc1NC(=O)c1c(C)noc1C	105
COc1cc(C2C(C#N)=C(N)OC3=C2C(=O)CC(C)(C)C3)ccc1OC(=O)N1CCOCC1 (stereo not drawn)	82
N#Cc1nc(-c2cccs2)oc1NCc1ccc(Cl)cc1	95
NS(=O)(=O)c1ccc(-c2ccc(C=NC3CCS(=O)(=O)C3)o2)cc1 (stereo not drawn)	83
O=C(Nc1ccccc1Cl)N1CCN(c2ccccn2)CC1	95
CCOc1ccc(N2C(=O)CC(NCc3ccc(F)cc3)C2=O)cc1 (stereo not drawn)	88
c1ccc(-c2csc(Nc3cccnc3)n2)nc1	75
COC(=O)N1CCN(S(=O)(=O)c2ccc(F)cc2)CC1	95
CC[C@@H](C)[C@H](NC(=O)C1CCN(C(=O)[C@@H](NS(=O)(=O)c2ccc(C)cc2)C(C)C)CC1)C(=O)O	90
O=c1[nH]c(CSc2nc3ccccc3o2)nc2c1cnn2-c1ccccc1	84
Cc1ccccc1-n1nc(C)c2cc(C(=O)NCc3cccnc3)sc21	79
O=C(Cn1c(=O)n(-c2ccccc2)c(=O)c2sccc21)N1CCCC1	69
CN1C(=O)c2ccc(N3CCCC3)cc2C1=O	87
COc1ccccc1NC(=O)N(Cc1cc2cc(OC)c(OC)cc2[nH]c1=O)CC1CCCO1 (stereo not drawn)	78
N#Cc1ccc(-c2ccc(OCC(O)Cn3nnc4ccccc43)cc2)cc1 (stereo not drawn)	79
CCn1c(O)c(C2=NCCCC2)c2ccccc21	98
COc1cc2c(cc1NC(=O)CSc1nnnn1-c1ccccc1)oc1ccccc12	73
COc1ccc(OC)c(-c2cc(C(=O)Nc3cccc(Cl)c3)no2)c1	112
CCOC(=O)c1[nH]c(C)c(C)c1C	97
COc1cccc(C(=O)Nc2ccccc2N2CCOCC2)c1	79
CCCc1nc2c(nnn2Cc2ccccc2)c(=O)[nH]1	96
COc1cccc(C(=O)Nc2ccc(NC(=O)C(C)(C)C)cn2)c1	95
N#CCn1nnc(-c2ccc3c(c2)OCO3)n1	102
CCOCC(=O)Nc1ccccc1C(=O)OCC	107
COC(=O)C1=C(C)Nc2nnnn2C1c1ccco1 (stereo not drawn)	87
CC(Sc1nc2ccccc2o1)C(=O)O (stereo not drawn)	67
COc1cc2c3c(c1)/C(=C1/SC(NC(C)=O)=NC1=O)C(=O)N3C(C)(C)C=C2C	117
COC(=O)c1cc(NC(=O)C2COc3ccccc3O2)ccc1Cl (stereo not drawn)	90

Reprinted at random: 2 records from the list
SMILES	SK-BR-3 tox 24h
CN1C(=O)c2ccc(N3CCCC3)cc2C1=O	87
COC(=O)N1CCN(S(=O)(=O)c2ccc(F)cc2)CC1	95

The list continues:
SMILES	SK-BR-3 tox 24h
O=C(CSc1nnc(CNc2ccc(F)cc2)n1Cc1ccccc1)N1CCOCC1	91
Cc1ccc(N2CC(C(=O)Nc3nnc(C(C)C)s3)CC2=O)cc1 (stereo not drawn)	91
COCCn1nnnc1C(c1ccc(OC)cc1OC)N1CCN(c2ccccc2F)CC1 (stereo not drawn)	85
CCCCOCCCNC(=O)N[C@H](C(=O)OC)C(C)C	95
Cn1c(=O)c2c(nc(SC3C(=O)CC(C)(C)CC3=O)n2C)n(C)c1=O	86
Cc1c(C(=O)NC(C)CN2CCCCC2)oc2ccccc12 (stereo not drawn)	75
COC(=O)c1c(C)[nH]c(C)c1-c1ccccc1	91
CCOc1cc(NC(=O)C2CC2)c(OCC)cc1NC(=O)c1ccccn1	75
CCOC(=O)c1[nH]c2cc(OC)c(OC)cc2c1NC(=O)c1nonc1C	84
c1coc(Cn2nnnc2CN2CCN(C3CCCCC3)CC2)c1	96
CCCCN(CC)S(=O)(=O)c1ccc(C(=O)Nc2nnc(-c3ccccc3Cl)o2)cc1	64
CCCSc1nc2c(c(=O)[nH]c(=O)n2C)n1C	98
Cc1cc(Cl)c(S(N)(=O)=O)cc1OCC(N)=O	77
O=C(NC1CCCC1)C(NS(=O)(=O)c1cccc2nsnc12)c1ccccc1 (stereo not drawn)	86
COc1ccc(N2Cc3cccc(C(=O)N4CCOCC4)c3C2=O)cc1	86
Cc1onc(-c2c(F)cccc2Cl)c1C(=O)NCCc1ccc(S(N)(=O)=O)cc1	85
COCCNC(=O)CN(c1cc(C(F)(F)F)ccc1Cl)S(C)(=O)=O	98
CC(C)n1c(=S)[nH]c2c1c(=O)[nH]c(=O)n2C	104
CCN(CCCNC(=O)CCNC(=O)Cn1cnc2ccccc2c1=O)c1ccccc1	89
Cc1cc(=O)oc2c(CN3CCN(C)CC3)c(O)c(Cl)cc12	116
CCOC(=O)c1c(NC(=O)CCN2CCOCC2)sc2c1CC(C)(C)OC2	79
CCOC(=O)Nc1ccc2c(c1)N(C(=O)OC)c1ccccc1CC2	86
Cc1ccc2nc(-c3ccccc3)cc(C(=O)O)c2c1	93
CCS(=O)(=O)N1CCC(C(=O)NCCCN2CCN(c3ccccc3F)CC2)CC1	82
CC1(C)CC(=O)C2=C(C1)Oc1ncn(CCCO)c(=N)c1C2c1ccccc1 (stereo not drawn)	98
CCCC(CCC)n1[nH]c(=O)c2c(C)cc(C)nc21	103
CCCN1CC=C2C(C#N)=C(N)C(C#N)(C#N)C(c3cc(OC)ccc3OC)C2C1 (stereo not drawn)	87
CCC(C)N(C(=O)Cn1nnc2ccccc21)C(C(=O)NCc1ccco1)c1cccc(OC)c1 (stereo not drawn)	81
O=C(CSc1n[nH]c(-c2ccco2)n1)Nc1sc2c(c1C(=O)Nc1ccccc1)CCCC2	65
Cc1cc(C)nc(SCC(=O)N2CCC(C(N)=O)CC2)n1	100
O=C(CN1CCOCC1)Nc1cc(Cl)ccc1Cl	89
Cc1ccc(CN2C(=O)CCC2C(=O)NCCCN2CCOCC2)cc1 (stereo not drawn)	75
COc1ccc(S(=O)(=O)N2CCC(C(=O)Nc3cccc(C(C)=O)c3)CC2)cc1C	78
CCc1ccc2[nH]c(=O)c(C(c3nnnn3Cc3ccccc3)N3CCOCC3)cc2c1 (stereo not drawn)	84
CCOC(=O)C1CCN(S(=O)(=O)c2c(C)[nH]c(=O)[nH]c2=O)CC1	75
COc1cccc(C2C(C(=O)c3sc(C)nc3C)=C(O)C(=O)N2CCN(C)C)c1OC (stereo not drawn)	98
Cc1cccc2cc(CN(CC3CCCO3)S(=O)(=O)c3ccccc3)c3nnnn3c12 (stereo not drawn)	72
CCn1c(=O)c2c(nc(SCC(=O)NCC3CCCO3)n2C)n(C)c1=O (stereo not drawn)	111
CCn1nnnc1SCC(=O)N1c2ccccc2CCc2ccccc21	92
COc1ccc(C2C=C(c3ccc(C)cc3)Nc3ncnn32)cc1 (stereo not drawn)	103
Cc1nc2ccc(S(=O)(=O)NCC(=O)O)cc2s1	86
O=C(NCCc1ccncc1)c1ccccc1F	100
O=C(CSCC(=O)NC1CC1)Nc1ccccc1	91
CCOC(=O)CN1CC23C=CC(O2)C(C(=O)Nc2ccc(F)cc2)C3C1=O (stereo not drawn)	101
O=c1/c(=C/c2ccccn2)sc2n1CN(c1ccccc1)CN=2	91
CC(C)Oc1nc(-c2ccccc2O)nc2ccccc12	99
O=S(=O)(c1ccccc1)c1nc(-c2cccs2)oc1NCCCn1ccnc1	81
Cc1nn(-c2ccc3nnc(Br)n3n2)c(C)c1Br	101
Cc1ccc(C)c(N2CCN(S(=O)(=O)c3c(C)noc3/C=C/N(C)C)CC2)c1	92
COc1cc2[nH]c(=S)n(C3CCCC3)c(=O)c2cc1OC	89
(cont.)
SMILES	SK-BR-3 tox 24h
Fc1ccc(-c2cnc[nH]2)cc1	80
COC(=O)/C=c1/sc2n(c1=O)CCN=2	94
COc1ccc(C2/C(=C(\O)c3ccc(OC)c(Cl)c3)C(=O)C(=O)N2CCN(C)C)cc1 (stereo not drawn)	92
OC(c1ccccn1)c1c[nH]c2ccccc12 (stereo not drawn)	96
COCCN1C(=O)c2ccc(C(=O)Nc3nccs3)cc2C1=O	102
O=S(=O)(NCCOC12CC3CC(CC(C3)C1)C2)c1cccc2nsnc12	100
CCCn1c(SCC(=O)Nc2c(C)cccc2C)nnc1C(C)C	104
CC(C)C[C@H](NC(=O)OC(C)(C)C)c1nnc(SCc2cccc(F)c2)o1	93
Cc1ccc(C2/C(=C(\O)c3c(C)nc4ccccn34)C(=O)C(=O)N2CCCN2CCOCC2)o1 (stereo not drawn)	103
O=C(OCCN1C(=O)c2ccccc2C1=O)c1cc2ccccc2o1	84
CCOC(=O)N1CCN(C(=O)Cc2ccc(C)cc2)CC1	111
CC1(C)C(=O)NCCN1C(=O)CSc1nccc(-c2ccc(Br)cc2)n1	76
CCOc1ccc(C(c2nnnn2Cc2ccccc2)N2CCN(C(=O)c3ccco3)CC2)cc1 (stereo not drawn)	41*
Cc1ccccc1CS(=O)(=O)CCC(=O)NCCN1CCN(c2cccc(Cl)c2)CC1	59
Cc1nn(-c2cc(N3CCOCC3)ccc2N)c(=O)c2ccccc12	84
O=C(Nc1ccc(S(=O)(=O)NC2CCCCC2)cc1)c1ccc(Br)o1	106
CC1COC2C(O1)N(S(C)(=O)=O)CCN2S(C)(=O)=O (stereo not drawn)	90
Cn1c2ccccc2c2ncn(Cc3ccco3)c(=O)c21	103
C=CCn1c(SCC(=O)Nc2ccc(C(=O)OCC)cc2)nnc1-c1cccs1	66
Cn1c(=O)c2c(nc(NCc3ccco3)n2C/C=C/c2ccccc2)n(C)c1=O	46
CSc1nnc([C@@H](NC(=O)OC(C)(C)C)C(C)C)o1	94
Cc1nc(SCC(=O)Nc2ccc3c(c2)OCO3)c(C#N)c2c1CCCC2	66
COC(=O)c1ccc(S(=O)(=O)N2CCCC2)o1	84
CCOc1ccc(-c2[nH]ncc2Oc2cccc(OC)c2)c(O)c1	73
Cc1cc(C)n(Cc2ccc(C(=O)NCCC3=CCCCC3)o2)n1	85
COc1ccccc1-c1nc(-c2ccc(Br)cc2)no1	83
O=C(CSc1nnnn1-c1ccccc1)Nc1nsc(-c2ccccc2)n1	96
O=S(=O)(Nc1ccc2c(c1)nc1n2CCOC1)c1ccccc1	87
Nc1ccc(-n2nncc2-c2ccco2)cc1	104
CCOC(=O)C(NC(=O)C1CCCN1C(=O)OCc1ccccc1)C(=O)OCC (stereo not drawn)	95

Ordered by length of the SMILES (rising): some entries from above.
SMILES	SK-BR-3 tox 24h
Nc1ccc(-n2nncc2-c2ccco2)cc1	104
COC(=O)c1ccc(S(=O)(=O)N2CCCC2)o1	84
COc1ccccc1-c1nc(-c2ccc(Br)cc2)no1	83
Cn1c2ccccc2c2ncn(Cc3ccco3)c(=O)c21	103
CCOC(=O)N1CCN(C(=O)Cc2ccc(C)cc2)CC1	111
CSc1nnc([C@@H](NC(=O)OC(C)(C)C)C(C)C)o1	94
Cc1cc(C)n(Cc2ccc(C(=O)NCCC3=CCCCC3)o2)n1	85
Cc1nn(-c2cc(N3CCOCC3)ccc2N)c(=O)c2ccccc12	84
O=C(CSc1nnnn1-c1ccccc1)Nc1nsc(-c2ccccc2)n1	96
Cc1nc(SCC(=O)Nc2ccc3c(c2)OCO3)c(C#N)c2c1CCCC2	66
CC1(C)C(=O)NCCN1C(=O)CSc1nccc(-c2ccc(Br)cc2)n1	76
C=CCn1c(SCC(=O)Nc2ccc(C(=O)OCC)cc2)nnc1-c1cccs1	66
Cn1c(=O)c2c(nc(NCc3ccco3)n2C/C=C/c2ccccc2)n(C)c1=O	46
Cc1ccccc1CS(=O)(=O)CCC(=O)NCCN1CCN(c2cccc(Cl)c2)CC1	59
CCOc1ccc(C(c2nnnn2Cc2ccccc2)N2CCN(C(=O)c3ccco3)CC2)cc1 (stereo not drawn)	41*

(list continues)
SMILES	SK-BR-3 tox 24h
CCCn1c(=O)c2c(nc(Br)n2CCC)n(C)c1=O	92
Cn1c(SCC(=O)N2c3ccccc3Sc3ccccc32)nnc1-c1ccco1	108
O=C1CCCC2=C1C(c1cccs1)n1ncnc1N2 (stereo not drawn)	92
O=C(CCN1C(=O)c2ccccc2S1(=O)=O)Nc1nc2c(s1)CCCC2	80
O=C1CCCC(O)=C1C=Nc1ccc2c(c1)oc1ccccc12	108
NCCCNC(=O)c1cc2ccccc2[nH]1	101
CC(=O)c1c(N2CCN(Cc3ccc4c(c3)OCO4)CC2)nc(=S)n(-c2ccccc2)c1C	98
COC(=O)[C@@H](NC(=O)NC1CCN(Cc2ccccc2)CC1)C(C)C	106
C=CCn1c(SCc2nnc(-c3ccccc3)o2)nnc1C(O)c1ccccc1 (stereo not drawn)	83

Assay outcomes deposited in PubChem BioAssay by SRMLSC.

Only part of the results is shown; rates above refer to the full screens.
